uPA surface inh – inhibitors of cell surface uPA generation | Potency, µM (doses to about 38.3 µM), inactives show top-dose activity change, negative = inhibition, usual class: inhibitors | 330,000 tested, 0.31% active | cell surface uPA generation assay, qHTS; active = well fitted inhibition curve with a large enough effect; inconclusive = small, poorly fitted or top-dose-only effect; inactive = no such curve, though single readings can be large or run the other way; tested in mouse RAW 264.7 cells; note: potency is the fitted concentration of half-maximal effect; % is set by controls: 0 for no effect and ±100 for the full control effect; nearly all actives have a fitted effect of over 55% in size
p53 reactivation – restores transcriptional activity of mutant p53; Potency, µM (highest dose often 92.2 µM), for inactives: at the top dose activity change, positive = activation, actives largely listed as activators; AID 504706; 320,000 tested, 0.063% active; H1299 p53-A138V BP100-luciferase reporter, luminescence, 24 h; note: potency is the fitted concentration of half-maximal effect; % of control where 0% means no effect; nearly all actives have a fitted effect of over 45% in size
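p53-null H1299 cells stably carrying temperature-sensitive p53-A138V and a BP100-luciferase reporter were pinned with compounds (4-point, 1:5 series) and held 24 hrs at 37 deg C. Luminescence was read 10 min after detection reagent.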
Eya2 inh – inhibitors of human Eya2 phosphatase activity. O00167. Potency, µM (titrated, usually from 76.9 µM), inactives show at the top dose activity, negative = inhibition, actives largely listed as inhibitors. 330,000 tested, 0.006% active. AID 488837. recombinant Eya2, OMFP fluorescence dephosphorylation (OMFP is methylfluorescein phosphate); note: potency is the fitted concentration of half-maximal effect; % is set by controls: 0 for no effect and ±100 for the full control effect
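Eya2 (0.2 uM) preincubated 10 min at ambient with compound, then OMFP substrate added at 50 uM; 10 min reaction in 50 mM HEPES pH 7.5, 50 mM NaCl, 5 uM MgCl2, 0.05% BSA, 1 mM DTT. Fluorescence read at Ex 485/Em 525 nm.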
S-ASM inh – blocks human secretory acid sphingomyelinase. P17405. placental ASM, HMU-PC fluorogenic substrate, 60 min. Potency, µM (highest dose often 57.5 µM), for inactives: at the highest dose activity change, negative = inhibition, hits mostly inhibitors. 340,000 tested, 0.006% active; note: potency is the fitted concentration of half-maximal effect
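qHTS format. ASM enzyme prepared from human placenta hydrolyses the fluorogenic substrate HMU-PC0 (9 uM final) over 60 min at 37 °C after a 10 min compound preincubation.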
ELG1 genotoxic – induces genotoxicity in HEK293T cells with luciferase-tagged ELG1. HEK293T ELG1-luciferase reporter, luminescence, 16 h. Potency, µM (highest dose often 46 µM), inactives show top-dose activity change, positive = activation, actives largely listed as activators. 330,000 tested, 1.3% active. AID 504466; note: potency is the fitted concentration of half-maximal effect; % of control where 0% means no effect; nearly all actives have a fitted effect of over 60% in size
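ELG1-luciferase HEK293T cells, 2,000/well; compound pinned in; 16 hr, 37 °C, 5% CO2; ONE-Glo, 30 min RT; luminescence on CCD imager.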
BRCA1 expr act – BRCA1 expression activation; Potency, µM (doses to about 46.1 µM), for inactives: at the top dose activation, most hits filed as activators; MCF7-BRCA1-FFLuc reporter, luminescence, 48 h; response scale: scaled: vehicle 0%, 10 µM genistein 100%; 380,000 tested, 1.1% active; note: potency is the fitted concentration of half-maximal effect; nearly all actives have a fitted effect of over 80% in size; some results filed as inactive show a strong effect at the top dose
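MCF7 cells carrying a BRCA1-firefly luciferase reporter (2000 cells/well, phenol-red free MEM) were attached for 2 h at 37 °C, then given compounds for 48 h. Luminescence was read 15 min after luciferase reagent; activity normalized to genistein (10 microM) and DMSO.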
USP2a inh – USP2a (human) protease inhibition; O75604; USP2 core, Ub-CHOP2 coupled fluorogenic reporter, 485/531; AID 463254; Potency, µM (doses to about 38.3 µM), inactives show top-dose activity change, negative = inhibition, hits mostly inhibitors; 330,000 tested, 0.01% active;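 note: potency is the fitted concentration of half-maximal effect; plate controls were DMSO wells for no effect and full inhibition by NEM control for full effect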
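Cell-free coupled assay: 10nM USP2 core preincubated 30min RT with compound in Tris-HCl pH 8.0/CaCl2/CHAPS buffer, then 25nM Ub-CHOP2 and 25nM reporter substrate; fluorescence (Ex 485/Em 531) read after 60min RT, normalized to NEM inhibition, concentration-response curves fitted.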
TSG101-PTAP inh – blocks PTAP/TSG101 interaction to inhibit HIV-1 budding. Q99816. Fluorescence polarization, FITC-PTAP peptide / Tsg101 binding. Potency, µM (top dose mostly 115 µM), without a hit: at the top dose activity change, negative = inhibition, usual class: inhibitors. 340,000 tested, under 10 active; active = well fitted inhibition curve with a large enough effect in the main read-out, with a control signal flat, not every such curve was filed as active; inconclusive = small, poorly fitted or top-dose-only effect, or effect the other way, or a change in a side signal; inactive = no such curve, though single readings can be large or run the other way; note: potency is the fitted concentration of half-maximal effect; % of control where 0% means no effect
Target sequence (Q99816 whole entry, looked up): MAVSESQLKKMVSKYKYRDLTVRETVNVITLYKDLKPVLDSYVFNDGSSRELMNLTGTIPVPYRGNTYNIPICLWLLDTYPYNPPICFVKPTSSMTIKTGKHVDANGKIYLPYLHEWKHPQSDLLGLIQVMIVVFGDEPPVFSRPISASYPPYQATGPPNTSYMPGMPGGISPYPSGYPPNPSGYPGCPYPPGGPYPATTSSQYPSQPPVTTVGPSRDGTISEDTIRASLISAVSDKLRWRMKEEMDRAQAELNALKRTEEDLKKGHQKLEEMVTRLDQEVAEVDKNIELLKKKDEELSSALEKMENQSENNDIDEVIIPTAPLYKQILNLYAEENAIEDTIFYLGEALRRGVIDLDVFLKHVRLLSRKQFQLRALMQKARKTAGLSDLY
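FP read-out: FITC-PTAP peptide, 50 nM final, binding Tsg101 binding domain, 10 uM final; 20 min, r.t.; 10 mM HEPES pH 7.5, 0.15 M NaCl, 0.01% Tween 20, 3 mM EDTA, 0.1 mM TCEP.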
TRPV1 ag – agonists of human vanilloid receptor 1 (TRPV1) | TRPV1-expressing cells, Fluo-8 calcium influx, agonist mode | activation, % at 8.33 µM | Q8NER1 | 320,000 tested, 0.19% active; in the data active = activation above about 80%; inconclusive = between about 30% and that limit; note: 0% is about no effect
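Cells expressing TRPV1 were dye-loaded with Fluo-8 and read kinetically: 10 s baseline, 3 min after compound (agonist portion), then 2 min after EC20 capsaicin (allosteric enhancer portion). Calcium-bound dye fluorescence at 480/520 nm.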
B2AR arrestin – agonists driving beta-arrestin recruitment to human beta2-adrenergic receptor. Potency, µM (top dose mostly 46.1 µM), for the others: at the highest dose activation, usual class: activators. AID 492947. 330,000 tested, 0.02% active. beta-arrestin recruitment to beta2AR, cell-based reporter. P07550;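 note: potency is the fitted concentration of half-maximal effect; 0% = DMSO controls and full agonism = EC100 isoproterenol or metaproterenol; nearly all actives have a fitted effect of over 65% in size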
Target sequence (P07550 whole entry, looked up): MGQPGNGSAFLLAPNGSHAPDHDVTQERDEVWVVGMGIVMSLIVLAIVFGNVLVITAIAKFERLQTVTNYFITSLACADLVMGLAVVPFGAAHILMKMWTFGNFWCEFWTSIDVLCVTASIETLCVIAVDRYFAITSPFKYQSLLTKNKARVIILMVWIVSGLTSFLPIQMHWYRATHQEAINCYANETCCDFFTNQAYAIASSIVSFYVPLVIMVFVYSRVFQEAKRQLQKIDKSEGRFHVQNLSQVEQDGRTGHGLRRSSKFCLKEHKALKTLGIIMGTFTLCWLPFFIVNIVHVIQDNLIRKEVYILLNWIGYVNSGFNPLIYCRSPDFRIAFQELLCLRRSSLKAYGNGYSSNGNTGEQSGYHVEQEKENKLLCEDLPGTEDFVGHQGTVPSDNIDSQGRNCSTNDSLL
a7 integrin act – activates integrin-mediated alleviation for muscular dystrophy; AID 624291; 350,000 tested, 0.064% active; Potency, µM (series often up to 38.3 µM), inactives show top-dose activation, usual class: activators; alpha7betagal myoblasts, beta-gal FDG fluorescence, 48 h;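 note: potency is the fitted concentration of half-maximal effect; 100% = response of the positive control SU9516; nearly all actives have a fitted effect of over 60% in size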
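Alpha7betagal+/- myoblasts (passage 13) were plated 16-24 hr, then exposed to compounds (1:260 dilution of DMSO stock) for 48 hours at 37C. After MPER lysis, β-galactosidase reporter activity was read as FDG fluorescence (ex 480/em 540) after 30 minutes.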
Numbers without * were called inactive; ? = inconclusive; nt = no result given; [ ] = dose if it differs, or a comment. Unless noted, calls come from the whole dose curve; as a rule, active = well fitted curve in the direction sought with a large enough effect; inconclusive = small, poorly fitted or top-dose-only effect, or another doubt; inactive = no such curve, though single readings can be large; an effect the other way counts as inactive or inconclusive.

SMILES	uPA surface inh	p53 reactivation	Eya2 inh	S-ASM inh	ELG1 genotoxic	BRCA1 expr act	USP2a inh	TSG101-PTAP inh	TRPV1 ag	B2AR arrestin	a7 integrin act
CCCCc1cc(-c2n[nH]c(=S)o2)c2ccccc2n1	4%	-1%	-2%	6%	-1%	-21%	1%	1%	2	-0.1%	-4%
CCN(CC)c1ccc(/C=C(/C#N)c2nc3ccc(C)cc3[nH]2)c(OC(C)C)c1	-11%	5%	?	?	-5%	-42%	?	?	85*	-0.4%	-19%
CC(C)c1ccc(/C=C/C(=O)CCC(=O)O)cc1	-10%	-6%	5%	7%	?	15%	2%	-4%	4	0.1%	-21%
O=C(NNC(=S)NC(=O)c1cccs1)c1ccc(NC(=O)c2ccccc2)cc1	-3%	1%	5%	nt	-12%	-37%	5%	-6%	-2	-0.4%	-25%
Cc1cccc(OCc2nn[nH]n2)c1C	0%	nt	-3%	7%	1%	-6%	-1%	-2%	2	-0.2%	11%
COc1ccc(C(=O)Nc2ccc(N3CCOCC3)cc2)cc1S(=O)(=O)N1CCCC1	11%	-3%	-20%	-1%	-4%	1%	0%	-3%	-2	0.1%	-7%
CC(C)c1ccc(S(=O)(=O)N2CCN(C(=O)c3cc([N+](=O)[O-])ccc3N3CCOCC3)CC2)cc1	7%	15%	-3%	-8%	0%	0%	1%	0%	0	-0.2%	10%
CCOC(=O)c1c(-c2cccc3ccccc23)csc1NC(=O)C1C2CCC(O2)C1C(=O)O (stereo not given)	-4%	-2%	-11%	0%	-3%	-1%	-1%	0%	0	-1.4%	12%
CCc1noc(C)c1C(=O)Nc1cccc(S(=O)(=O)N2CCCCCC2)c1	11%	-7%	4%	nt	-19%	-29%	3%	-1%	1	0.2%	-5%
O=C(Nc1ccc2ccccc2c1)NC1CCS(=O)(=O)C1 (stereo not given)	-17%	3%	-1%	0%	4%	39%	1%	-7%	3	0.2%	?
CCOc1ccc(NC(=O)CSc2nc(C)cc(C)n2)cc1	11%	-8%	4%	0%	0%	-6%	2%	-5%	0	2.0%	-8%
CC#CC[N+](C)(CC#CC)CC(=O)c1ccccc1	4%	2%	-27%	0%	-1%	15%	-6%	-2%	-1	0.0%	-11%
COc1ccc(OC)c(NC(=O)CSc2nnc(Cn3nnc4ccccc43)n2C)c1	-1%	1%	-12%	-1%	-2%	-18%	0%	-6%	-1	3.1%	-24%
COc1ccc(Br)cc1/C=N/n1c(C)nc2ccccc2c1=O	-7%	1%	19%	-8%	7%	-17%	1%	-2%	18	-0.2%	17%
CC(C)(C)N(NC(=O)c1ccccc1)C(=O)c1ccc(C(=O)N(NC(=O)c2ccccc2)C(C)(C)C)cc1	1%	5%	10%	-1%	0%	0%	3%	-3%	-1	-0.5%	17%
COc1ccc2c(C)cc3nnnn3c2c1	-3%	-6%	-1%	1%	5%	20%	1%	-3%	3	0.0%	18%
Cc1[nH]n(-c2ccccc2)c(=O)c1C=Nc1ccc2[nH]c(=O)[nH]c2c1	1%	1%	-3%	1%	0%	0%	6%	-2%	8	-0.8%	8%
COCCNC(=O)c1ccc2c(c1)ncn2-c1ccc(F)c(F)c1	0%	21%	-11%	2%	?	67%	3%	-6%	-2	-0.4%	12%
O=C(NC[C@H]1CCCO1)c1cccc2c1C(=O)c1ccc(-c3ccc(F)cc3OCc3ccccc3)cc1S2(=O)=O	7%	-2%	0%	-9%	-5%	-65%	-2%	-6%	nt	-1.4%	16%
CC1CC(=O)Nc2ccccc2N1S(=O)(=O)c1cccs1 (stereo not given)	3%	-2%	5%	-1%	-1%	23%	1%	-1%	2	0.4%	0%
C=CCSC1=NN2CCS(=O)(=O)N=C2S1	-1%	2%	0%	2%	1%	4%	7%	-4%	-3	0.0%	24%
COc1ccc(N2Cc3cccc(C(=O)NC(C)CCc4ccco4)c3C2=O)cc1 (stereo not given)	-7%	5%	-12%	-2%	-4%	7%	-8%	0%	nt	0.2%	37%
c1ccc(-c2cnn3nnnc3n2)cc1	1%	-2%	2%	1%	1%	-14%	-4%	0%	0	-1.7%	-15%
O=C1c2ccccc2C(Nc2cccnc2)N1Cc1ccccc1 (stereo not given)	-10%	-1%	4%	-1%	0%	3%	0%	-4%	-2	-0.2%	15%
CCCCn1c(N)c(N(CC(C)C)C(=O)c2ccc(OCc3c(C)noc3C)cc2)c(=O)[nH]c1=O	7%	3%	17%	1%	1%	-3%	2%	-1%	1	0.1%	2%

Random excerpt: 2 compounds from above
SMILES	uPA surface inh	p53 reactivation	Eya2 inh	S-ASM inh	ELG1 genotoxic	BRCA1 expr act	USP2a inh	TSG101-PTAP inh	TRPV1 ag	B2AR arrestin	a7 integrin act
CCOc1ccc(NC(=O)CSc2nc(C)cc(C)n2)cc1	11%	-8%	4%	0%	0%	-6%	2%	-5%	0	2.0%	-8%
COc1ccc(OC)c(NC(=O)CSc2nnc(Cn3nnc4ccccc43)n2C)c1	-1%	1%	-12%	-1%	-2%	-18%	0%	-6%	-1	3.1%	-24%

Next part:
SMILES	uPA surface inh	p53 reactivation	Eya2 inh	S-ASM inh	ELG1 genotoxic	BRCA1 expr act	USP2a inh	TSG101-PTAP inh	TRPV1 ag	B2AR arrestin	a7 integrin act
CCc1cccc(CC)c1NC(=O)c1ccc(-n2cncn2)nc1	16%	9%	3%	-4%	-4%	-18%	2%	0%	0	-0.3%	-24%
CCOC(=O)Cc1csc(NC(=O)CCNS(=O)(=O)c2ccc3c(c2)CCC(=O)N3)n1	1%	9%	3%	1%	0%	0%	3%	-3%	-1	0.1%	-11%
CCNc1nc(SC(C(C)=O)C(C)=O)nc(N(C)C)n1	-7%	-5%	13%	0%	-2%	1%	-1%	0%	4	0.1%	-8%
COc1ccc(Nc2ncnc3c2cnn3-c2cccc(C)c2)cc1OC	2%	-2%	-3%	6%	0%	9%	-2%	1%	-2	-0.1%	7%
CCc1ncc(CN2CCCCC2C(=O)Nc2ccc(Oc3ccccc3)nc2)cn1 (stereo not given)	-4%	2%	-6%	-4%	-2%	-14%	-1%	-5%	1	-0.5%	17%
Cc1cccc(N(CC(=O)NCC2CCCO2)C(=O)CCC(=O)Nc2cc(C)on2)c1 (stereo not given)	1%	-2%	2%	-1%	-1%	-3%	-1%	0%	0	-0.2%	-16%
Cc1nnc(NC(=O)CSc2nnc3c(n2)[nH]c2ccc(Br)cc23)s1	0%	1%	-18%	-1%	3%	-27%	0%	1%	-3	-0.5%	-5%
CC(NC(=O)[C@H](C)NC(=O)[C@@H]1CSC2c3ccccc3C(=O)N21)c1ccccc1 (stereo not given in full)	0%	8%	-11%	2%	-1%	-18%	3%	2%	1	0.1%	30%
CCOC(=O)NN1C(=O)c2ccccc2NC1c1ccc(OC)cc1OC (stereo not given)	?	3%	19%	196%[activator]	-8%	-8%	2%	-3%	4	-0.1%	?
CCN(CC)S(=O)(=O)c1ccc(C(=O)NCc2ccc3c(c2)OCO3)cc1	1%	2%	0%	5%	-6%	4%	4%	-13%	8	0.2%	4%
Nc1nnc(SCC(=O)Nc2nccs2)s1	0%	1%	6%	-4%	-3%	-16%	-9%	3%	3	-0.2%	37%
CCCC[C@@H]1C=C(C(=O)O)[C@H](c2ccc(C)cc2)N1S(=O)(=O)c1ccc(C)cc1	0%	-3%	-1%	-1%	0%	-1%	0%	-11%	nt	1.8%	-1%
NS(=O)(=O)c1ccc(CNC(=O)CNC(=O)c2ccc(F)cc2)cc1	11%	-1%	4%	3%	-2%	-11%	3%	-9%	-1	0.3%	-16%
Cc1cccc(N2CCN(C(=O)Cn3cccc3)CC2)c1C	-8%	2%	-7%	0%	-6%	-2%	0%	-8%	?	-0.4%	-2%
Cc1nc2ccccc2n1CC(=O)N/N=C\c1ccccn1	2%	2%	18%	-3%	1%	0%	-1%	-8%	-2	0.5%	13%
O=C(CSc1nc(=O)n2ccccc2n1)NC1CCCCC1	3%	-3%	0%	5%	-1%	0%	1%	1%	-2	0.3%	30%
COCCN(Cc1cc2cccc(C)c2[nH]c1=O)C(=O)c1ccccc1	2%	2%	4%	4%	0%	-2%	-1%	-5%	-2	-0.6%	5%
CCOC(=O)N1CCN(C(=O)COC(=O)c2cc(Cl)cc(Cl)c2)CC1	4%	1%	-7%	3%	0%	-23%	1%	-5%	nt	-0.8%	18%
CC1=C(C(=O)N2CCOCC2)C(c2ccsc2)C2=C(CCCC2=O)N1 (stereo not given)	nt	-1%	-32%	112%[activator]	0%	2%	0%	-5%	6	-0.1%	10%[7.66 µM]

The order is random; about 2.6% have a hit in one of these screens.
